CendR NRP1 mod – modulators of CendR peptide binding to NRP-1, primary screen, biochemical, fluorescence polarization, uHTS; Neuropilin-1 (Homo sapiens), O14786; FAM-RPARPAR peptide binding to NRP-1; inhibition, % at 25 µM; AID 602438, 2012; 360,000 tested, 0.85% active;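 active means inhibition or corrected inhibition above about 18%, plus a signal ratio from 0.5 to 1.5, limit read from the data, passing the limit was not always enough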; further: strong numbers were not always called active
SKN-1 inh – suppressors of acrylamide-induced Pgst-4::GFP reporter in worms, primary screen, SKN-1 inhibitor project, whole organism, uHTS, GFP/RFP fluorescence ratio, strain VP596. inhibition, % at 21.8 µM. C. elegans VP596 Pgst-4::GFP/RFP ratio, 24 h. 360,000 tested, 0.49% active;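 active means interference check ratio from 0.5 to 1.5 plus GFP to RFP signal ratio inhibition reaching or exceeding a fixed threshold, cut at about 30% in these data, passing the limit was not always enough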; further: some compounds called inactive have numbers as strong as hits
MsrA inh – bovine MsrA enzyme inhibitors, primary screen, biochemical, absorbance, HTS | Methionine sulfoxide reductase A (Bos taurus) | purified bovine MsrA, absorbance read-out | inhibition, % at 15.5 µM | 360,000 tested, 0.75% active | AID 651718, 2012; in the data active means inhibition above about 4.5%;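 further: 0% = vehicle wells with enzyme and 100% = reference inhibitor wells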
MsrA act – bovine MsrA enzyme activators, primary screen, biochemical, absorbance, HTS; Methionine sulfoxide reductase A (Bos taurus); purified bovine MsrA, absorbance read-out; activation, % at 10.6 µM; 360,000 tested, 0.3% active; AID 602163, 2012; in the data active means activation above about 7.5%;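 further: 0% = vehicle and 100% = reference activator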
Neddyl block – inhibitors of cullin neddylation, primary screen, biochemical, TR-FRET, uHTS, NAE and Ubc12; calls only at 25 µM; 360,000 tested, 0.58% active; AID 651699, 2012; in the data active means inhibition above about 36%
FAS-TE inh – FAS thioesterase domain inhibitors, primary screen, biochemical, fluorescence intensity, uHTS; recombinant FAS-TE, OMFH fluorogenic substrate, fluorescence endpoint; 360,000 tested, 0.67% active; inhibition, % at 15 µM; AID 602261, 2012; Fatty acid synthase (Homo sapiens), P49327;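 active means compounds whose normalised, plate-corrected inhibition of enzyme fluorescence in the single-dose primary screen is 50% or more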;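 further: 0% = DMSO with enzyme and 100% = substrate without enzyme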
Rin1 Abl inh – inhibitors of Rin1-Abl protein binding, primary screen, biochemical, TR-FRET; Tyrosine-protein kinase ABL1 (Homo sapiens) + Ras and Rab interactor 1 (Homo sapiens), …; inhibition, % at 7.35 µM; 360,000 tested, 0.4% active; in the data active means inhibition above about 5%, passing the limit was not always enough
E coli Lon inh – inhibitors of E. coli Lon protease, primary screen, biochemical, fluorescence polarization; purified E. coli Lon protease; P0A9M0; 360,000 tested, 0.42% active; inhibition, % at 7.94 µM; in the data active means inhibition above about 13%, passing the limit was not always enough;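 further: 0% = enzyme with probe and DMSO and 100% = no enzyme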
Target sequence (P0A9M0 whole entry, looked up): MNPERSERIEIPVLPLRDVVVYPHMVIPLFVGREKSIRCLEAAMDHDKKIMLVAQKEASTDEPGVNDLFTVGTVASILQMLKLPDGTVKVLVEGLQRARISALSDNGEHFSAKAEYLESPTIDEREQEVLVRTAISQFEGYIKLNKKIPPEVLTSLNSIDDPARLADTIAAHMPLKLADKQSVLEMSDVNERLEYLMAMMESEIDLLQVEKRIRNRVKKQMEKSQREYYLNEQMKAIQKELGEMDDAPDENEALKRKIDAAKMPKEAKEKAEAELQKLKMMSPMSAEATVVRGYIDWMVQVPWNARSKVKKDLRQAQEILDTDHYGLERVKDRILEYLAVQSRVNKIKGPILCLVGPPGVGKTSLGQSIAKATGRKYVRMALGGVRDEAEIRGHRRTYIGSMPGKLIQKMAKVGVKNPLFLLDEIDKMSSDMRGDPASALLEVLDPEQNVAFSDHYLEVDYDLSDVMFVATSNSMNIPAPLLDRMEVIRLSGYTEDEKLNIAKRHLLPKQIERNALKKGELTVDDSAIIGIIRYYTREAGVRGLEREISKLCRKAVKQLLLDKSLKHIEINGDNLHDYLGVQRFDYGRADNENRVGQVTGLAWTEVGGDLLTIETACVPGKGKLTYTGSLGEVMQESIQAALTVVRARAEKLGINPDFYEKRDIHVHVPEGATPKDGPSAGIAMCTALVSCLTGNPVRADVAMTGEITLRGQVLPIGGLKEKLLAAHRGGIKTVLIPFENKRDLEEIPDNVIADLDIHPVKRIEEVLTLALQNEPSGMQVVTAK
MT1-MMP act inh – blockers of MT1-MMP proenzyme processing, primary screen, HT1080 RFP-PRO-GFP cells, GFP/RFP fluorescence | GFP/RFP ratio fluorescence, overnight; percent of plate control window, DMSO zero | GFP/RFP ratio change, % at 20 µM | 360,000 tested, 0.061% active | AID 651647, 2012;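 active means GFP/RFP ratio change of at least 30% with cell ATP level not reduced by more than half and red fluorescence within 50% of control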; further: strong numbers were not always called active
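Material – HT1080 RFP-PRO-GFP cells · Control set – DMSO wells and RFP-L50D-GFP cells · Incubation – overnight cell settling, then overnight compound exposure, 37 °C, 5% CO2 · Compound dosing – single-point 20 µM compound, 1% DMSO · Read-out – GFP/RFP fluorescence ratio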
An asterisk follows results filed as active; i = inactive; · = no result given; + = active, no number.

canonical_smiles	CendR NRP1 mod	SKN-1 inh	MsrA inh	MsrA act	Neddyl block	FAS-TE inh	Rin1 Abl inh	E coli Lon inh	MT1-MMP act inh
CC(=O)Nc1ccc(/C(C)=N/NS(=O)(=O)c2ccccc2)cc1	-6.5	-28.4	-0.1	4.0	i	-9.7	-1.2	-3.2	1.2
COc1cc(-c2nc(-c3ccc4c(c3)-c3ccccc3S4(=O)=O)c(-c3ccccc3)[nH]2)cc(OC)c1O	-0.9	18.7	1.8	-2.2	i	18.4	-1.5	-0.4	3.6
CC(NC(=O)c1ccc(C(C)(C)C)cc1)C(=O)O (centres undefined)	-6.6	0.1	-0.4	-2.0	i	-8.1	2.7	-9.9	-0.6
C=CCN(c1ccccc1OC)S(=O)(=O)c1cccc(C(=O)NC2=NCCS2)c1	19.4	19.3	-0.6	-1.9	i	7.1	1.2	3.8	4.4
Cc1ccnc(NC(=S)N2CCN(c3cccc(C(F)(F)F)c3)CC2)c1	-0.5	-8.7	-0.2	3.9	i	16.1	0.2	-2.6	2.0
COc1ccc(-c2nc(=S)c3c(n2Cc2cccnc2)CC(C)(C)OC3)cc1	1.3	15.8	3.8	-6.4	i	16.7	-0.4	13.4	-2.3
Cc1cc(=O)oc2cc(NS(=O)(=O)c3ccc(F)cc3)ccc12	36.6*	-3.1	3.1	-10.3	·	-4.0	-1.7	6.3	-1.6
O=C(CCCN1C(=O)/C(=C/c2ccccc2Cl)SC1=S)NNC(=O)c1ccccc1Cl	-1.0	2.4	0.0	-3.5	i	18.3	-3.2	-22.8	1.9
O=C(NC1CCC(=O)N(CCOc2ccccc2)CC1)OCc1ccccc1 (centres undefined)	0.2	-9.2	0.6	-3.2	i	6.1	2.8	-4.5	5.8
CCOc1ccc2c(c1)-c1c(ssc1=S)C(C)(C)N2	-4.6	15.4	·	-0.8	i	17.4	-5.3	-3.0	19.0
Oc1ccccc1N1CCN(c2ncnc3scc(-c4ccccc4)c23)CC1	-2.7	-26.6	-0.6	-2.8	i	17.1	2.2	-8.8	-6.5
COc1cccc(Nc2nc3ccccc3n3cnnc23)c1	-4.7	2.1	1.9	-7.3	i	2.5	-1.5	-13.4	2.1
O=C(NCc1ccco1)c1cccc(Br)c1	9.0	13.3	-1.5	-2.4	i	-7.2	1.8	-5.1	-2.0
COc1ccc(/C=C/C(=O)Nc2c(C)nn(C)c2C)cc1COc1ccc(Cl)cc1Br	-13.9	27.1	0.2	1.4	i	-4.6	2.8	-10.9	2.7
CCOC(=O)N1CCC(NC(=O)CS(=O)(=O)Cc2nc(-c3ccc(OC)cc3)oc2C)CC1	-8.1	5.2	0.6	-1.2	i	-6.1	2.7	-7.0	1.3
Cc1nn2c(N3CCOCC3)c3c(nc2c1-c1ccccc1)CCCC3	-1.5	19.8	0.3	0.9	i	12.7	0.8	6.2	-4.4
CC(=O)c1sc(NS(=O)(=O)c2ccc(C)cc2)nc1-c1ccccc1	-5.4	0.3	2.1	-4.3	i	-3.7	-2.1	3.9	-5.7
CCOC(=O)N(C)[C@H]1C[C@H]2c3[nH]c4ccccc4c3CCN2C[C@H]1[C@H](C)O	14.5	22.2	1.6	-3.0	·	-9.6	0.3	-1.5	-15.3
Cc1ccccc1/C=N/NC(=O)Cc1ccc(Cl)cc1	11.3	10.3	0.1	-2.2	i	7.1	6.4	0.9	-1.4
COc1ccc(/C=C(/C#N)c2cccnc2)cc1OC	-4.8	-0.4	2.2	-4.0	i	-2.2	-3.6	-2.6	3.3
O=C(O)c1ccc(S(=O)(=O)NCc2ccc3c(c2)OCO3)cc1	2.3	4.2	-0.5	-1.5	i	-5.3	1.4	-4.3	-0.4
COc1cc(C2C(=O)N(C3CCCC3)CC(=O)N2Cc2ccco2)ccc1OC(C)C (centres undefined)	-12.8	3.6	0.3	2.8	i	-1.7	-1.0	8.7	-0.7
CC(=O)N(C)c1ccc(NC(=S)Nc2ccccc2)cc1	6.5	21.6	1.1	-2.4	i	-7.9	1.0	3.7	3.4
COc1ccc(C(=O)CNc2cccc(F)c2)cc1	7.3	2.2	-0.9	-3.2	i	4.7	2.3	-4.0	4.3
O=C(NCc1ccco1)c1ccc2nc([C@@H]3O[C@H](CO)[C@H](O)[C@H](O)[C@H]3O)[nH]c2c1	2.5	-14.5	1.5	-3.3	i	-9.3	2.8	-7.9	-1.9
Cc1ccc(S(=O)(=O)C2(S(=O)(=O)c3ccc(C)cc3)CCCC2)cc1	-1.1	-25.6	2.4	-3.5	i	11.9	1.3	-15.0	0.4
CCOCCn1cnc2sc(C(=O)NCC(=O)OCC)c(C)c2c1=O	-3.6	19.5	0.4	-4.5	i	-6.0	-0.3	15.4*	1.8
COc1ccccc1CNS(=O)(=O)c1c(C)[nH]c(=O)[nH]c1=O	-5.0	-5.2	0.3	-2.8	i	-10.9	2.0	-2.7	-1.1
CCSc1nc2c(c(=O)n1Cc1ccccc1)SC(C)C2 (centres undefined)	1.7	10.8	1.9	-10.4	i	23.5	0.3	-1.6	-0.6
Cc1ccc(C2=N/C(=C\c3cccnc3)C(=O)O2)cc1	-3.7	-1.9	0.8	0.1	i	-1.2	0.9	0.5	-2.1
COC(=O)/C(=C/c1cccc([N+](=O)[O-])c1)NC(=O)c1ccc(OC)cc1	-0.4	10.6	0.3	-1.9	i	9.9	0.7	-8.4	-0.3
Cc1cc(NC(=O)CCc2ccc(C)o2)no1	-11.3	30.9*	0.8	-11.0	i	-9.7	-1.1	-10.0	2.8
O=C(NC1CCCCCC1)C(=S)NCCc1ccccc1	2.4	-11.2	0.5	3.4	i	17.7	-3.3	6.4	-4.3
Cc1cc(F)ccc1S(=O)(=O)N1CCCOC1CNC(=O)C(=O)NCCc1ccccc1 (centres undefined)	5.1	17.9	0.1	-0.5	i	0.8	-4.7	-17.4	0.2
Cc1ccc(C2CC(C(F)(F)F)n3ncc(C(N)=O)c3N2)cc1 (centres undefined)	10.1	2.5	0.0	0.5	i	-5.6	-0.5	-8.8	2.6
CN(C(=O)CSc1nnc(C2CC2)n1C)C1CCCc2ccccc21 (centres undefined)	-1.8	15.1	-1.4	-5.5	i	-4.1	-1.1	-0.8	-7.3
CCn1cc(/C=N\NC(=O)Cc2ccc([N+](=O)[O-])cc2)c(C)n1	-0.3	9.8	-0.8	-2.7	i	-6.6	-0.2	4.7	-2.5
Oc1ccccc1C(=S)N1CCN(c2cccc(Cl)c2)CC1	-10.5	2.1	0.9	-3.8	i	7.0	3.6	1.0	-1.3
O=C(COc1ccccc1F)NC12CC3CC(CC(C3)C1)C2	3.1	2.3	-0.5	-1.6	i	3.2	-2.2	-1.5	-0.7
O=C(COc1nsnc1N1CCOCC1)Nc1ccccc1Cl	-0.3	-5.5	1.3	0.2	i	-0.4	2.2	0.9	0.3
CN(C(=O)CC1C(=O)NCCN1Cc1ccc(F)cc1Cl)C1CCCCC1 (centres undefined)	-0.2	20.1	0.5	-2.3	i	1.4	0.0	-0.7	-3.1
COc1cc(CC(CC(=O)O)CC(C)OCc2ccccc2)cc(OC)c1 (centres undefined)	-9.3	7.7	-0.7	-4.4	i	-12.7	-2.5	7.0	0.7
COc1ccc(C)cc1NC1=C(Cl)C(=O)N(C2CCCCC2)C1=O	-11.5	14.7	0.5	-0.8	i	26.7	-2.9	-0.8	4.3
Cc1n[nH]c(C)c1C(=O)CC1(O)C(=O)N(CCc2ccccc2)c2ccc(Cl)cc21 (centres undefined)	2.4	-25.3	0.1	-1.3	i	4.7	-2.0	7.5	-1.7
COc1ccc(-c2csc3ncnc(N4CCN(Cc5ccccc5)CC4)c23)cc1	0.0	-1.7	0.2	-7.2	i	27.2	-1.0	-7.9	-7.4
COc1ccc(NC(=O)c2cccc(S(=O)(=O)NCc3ccco3)c2)c(OC)c1	-11.0	-7.3	-1.0	-3.4	i	-2.6	3.5	-0.2	1.1
N#CC(C#N)=C1C=CC=CN1/C(=C\c1ccco1)C(=O)c1ccc(Br)cc1	-0.3	-7.6	0.9	1.7	·	17.4	0.1	8.2	-43.6
C[C@H]1CCCCO[C@H](CN(C)CC2CCCCC2)[C@@H](C)CN([C@@H](C)CO)C(=O)c2cc(NS(=O)(=O)c3ccccc3)ccc2O1	-2.3	15.5	-0.1	-0.8	i	-0.9	-0.4	0.6	-2.4
CCOc1ccc(-c2csc(NC(=O)c3ccco3)n2)cc1	-11.0	27.6	1.2	-1.3	i	17.7	-3.0	3.4	1.0
Cc1c(/C=C(\CC(=O)O)c2nc3ccccc3s2)cc(C#N)n1C	-8.0	-10.5	4.3	-4.2	+	1.1	-3.7	-3.2	1.6

Next part; it opens with the 3 that closed the last part.
canonical_smiles	CendR NRP1 mod	SKN-1 inh	MsrA inh	MsrA act	Neddyl block	FAS-TE inh	Rin1 Abl inh	E coli Lon inh	MT1-MMP act inh
C[C@H]1CCCCO[C@H](CN(C)CC2CCCCC2)[C@@H](C)CN([C@@H](C)CO)C(=O)c2cc(NS(=O)(=O)c3ccccc3)ccc2O1	-2.3	15.5	-0.1	-0.8	i	-0.9	-0.4	0.6	-2.4
CCOc1ccc(-c2csc(NC(=O)c3ccco3)n2)cc1	-11.0	27.6	1.2	-1.3	i	17.7	-3.0	3.4	1.0
Cc1c(/C=C(\CC(=O)O)c2nc3ccccc3s2)cc(C#N)n1C	-8.0	-10.5	4.3	-4.2	+	1.1	-3.7	-3.2	1.6
CC(=O)NC(c1cccc(F)c1)c1nc(-c2ccccc2)cs1 (centres undefined)	0.6	15.2	-0.4	1.0	i	5.6	-0.5	-1.8	2.5
O=C(NC(NC1CCS(=O)(=O)C1)C(=O)c1ccccc1)c1ccc(Cl)cc1 (centres undefined)	6.4	-0.6	-0.9	-2.5	i	-0.5	-1.9	-2.9	5.8
CC(C)n1c(NCc2cccs2)nc2ccccc21	-11.6	4.7	0.4	-2.0	i	-1.3	1.0	-8.8	-1.2
c1ccc(CSc2nnc(-c3cccs3)o2)cc1	-10.6	61.2*	1.0	-3.9	i	6.3	-1.6	-4.2	4.3
CCOC(=O)c1ccc(N2C(=O)CC(NC3CCN(C(=O)c4ccc(F)cc4)CC3)C2=O)cc1 (centres undefined)	3.1	14.7	1.5	-0.7	i	0.2	1.9	1.4	1.7
CC1CCC(C(=O)NC(C(=O)N2CCC(N3CCCCC3)CC2)C(C)C)CC1 (centres undefined)	-5.8	15.2	0.1	0.2	i	-4.2	2.4	4.4	2.0
Cc1ccc(C)c(NC(=O)CSc2nnc(-c3ccccc3)n2N)c1	-16.7	0.5	-0.3	-0.9	i	-4.2	1.3	-11.6	2.3
COc1ccc(S(=O)(=O)Nc2cccc(-c3ccc4nncn4n3)c2)cc1	-4.2	-7.5	1.2	-2.6	i	30.1	-2.2	-10.6	-2.7
O=C(CSc1nnc(CNC(=O)C23CC4CC(CC(C4)C2)C3)n1-c1ccccc1)Nc1ccccc1	-8.5	6.1	-0.7	-0.6	i	-0.8	-1.0	1.0	-2.6
